High-throughput results deposited in PubChem BioAssay by National Center for Advancing Translational Sciences (NCATS).
Nrf2 inh: Nrf2 qHTS screen for inhibitors; A549 ARE-Fluc reporter, luciferase luminescence, 18-24 h; Potency, µM (top dose mostly 46 µM), for the others: top-dose activity change, negative = inhibition, hits mostly inhibitors; 360,000 compounds, 2.1% hits; further: potency means the concentration at half of the fitted maximal effect; on the % scale 0 is the no-effect control and ±100 the full control effect; nearly all actives have a fitted effect of over 60% in size
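Nrf2 activity is the BugLite luminescence, read 15 min after reagent at room temperature, following CellTiter-Fluor cytotoxicity readout (30 min, 37C). Compound titrations were applied for 18-24 h to 5000 A549 ARE_Fluc cells/well in 5% FBS OPTI-MEM.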
TGFb inhibitor: qHTS for Inhibitors of TGF-b | HepG2 CAGA-GFP TGF-b/SMAD3 reporter, GFP fluorescence, 18 h; TGF-beta stimulated, 500 pg/mL final | Potency, µM (series often up to 46.1 µM), without a hit: top-dose activity, negative = inhibition, actives largely listed as inhibitors | 410,000 compounds, 1.2% hits | AID 588855, 2011; further: potency means the concentration at half of the fitted maximal effect; on the % scale 0 is the no-effect control and ±100 the full control effect; nearly all actives have a fitted effect of over 65% in size
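Using HEPG2 CAGA-GFP reporter cells at 1000 cells/well, we pinned test compounds, stimulated with recombinant TGF-beta (500 pg/mL final) and measured total well GFP after 18 h.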
Akt phos inh: HTS Assay for Inhibitors of Akt Phophorylation: Primary Screen. Neuro2A IGF-stimulated pAkt S473 HTRF, 20 min; active compounds read low. activity change, % for hits at 50 µM. 360,000 compounds, 0.32% hits; in the data active means activity change below about -80%; inconclusive means mostly about -51% to -80%; further: on the % scale 0 is the no-effect control and ±100 the full control effect
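Single-point screen (50 µM final compound) in Neuro2A cells stimulated 20 min with 6 nM IGF at 37 deg C. After lysis, Ser473-phosphorylated Akt read by HTRF (ex 330 nm, em 615/665 nm) as the 665/615 ratio.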
Nrf2 activator: qHTS of Nrf2 Activators | AREc32 ARE-luciferase reporter (MCF7-derived line), luminescence, 24 h | Potency, µM (series often up to 46.1 µM), inactives show top-dose activation, actives largely listed as activators | 410,000 compounds, 0.31% hits; further: potency means the concentration at half of the fitted maximal effect; % of control where 0% means no effect; nearly all actives have a fitted effect of over 65% in size
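Quantitative high-throughput format: AREc32 reporter cells, 1000 per well, received compound by pin transfer and were incubated 24 hr at 37 deg C, 5% CO2, before Steady-Glo luminescence detection.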
S2 tox: Viability Counterscreen for Primary qHTS for Inhibitors of ATXN expression; S2 cells (HEK-293 line with an ATXN2-luciferase reporter) viability, CellTiter-Fluor protease fluorescence, 24 h; Potency, µM (series often up to 56.7 µM), hits mostly cytotoxic; 400,000 compounds, 0.49% hits; AID 651635, 2014; further: potency means the concentration at half of the fitted maximal effect; nearly all actives have a fitted effect of over 40% in size
A549 viability: Nrf2 qHTS screen for inhibitors: counterscreen for cytotoxicity; A549 ARE-Fluc cells, CellTiter-Fluor viability, 18-24 h; Potency, µM (titrated, usually from 46 µM), inactives show at the highest dose activity change, negative = cytotoxicity, usual class: inhibitors; 390,000 compounds, 0.16% hits; further: potency means the concentration at half of the fitted maximal effect; on the % scale 0 is the no-effect control and ±100 the full control effect
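Cytotoxicity counterscreen: CellTiter-Fluor fluorescence was measured in A549 ARE_Fluc cells after 18-24 h of compound exposure in a concentration series. The subsequent BugLite luminescent read reports ARE-luciferase activity.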
HepG2 viability: qHTS for Inhibitors of TGF-b: Cytotox Counterscreen. AID 588856, 2011. HepG2 CAGA-GFP viability, ATP luminescence, 18 h. 410,000 compounds, 0.76% hits. Potency, µM (top dose mostly 46.1 µM), for inactives: top-dose activity change, negative = cytotoxicity, hits mostly cytotoxic; further: potency means the concentration at half of the fitted maximal effect; some results filed as inactive show a strong effect at the top dose
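HepG2 CAGA-GFP cells (1000/well, DMEM with 1% FBS) received compound, then TGF-beta at 500 pg/mL final, and were incubated 18 hours at 37 degrees C. Viability was read by CellTiter-Glo luminescence. Media-only wells were set as complete cell-killing and DMSO as no toxicity.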
CCT chaperon mod: High-Throughput Screening for Modulators of Cytosolic Chaperonin Activity; purified chaperonin ATPase assay, HTRF ADP detection, 30 min; 360,000 compounds, 0.3% hits; activity change, % (test concentration not listed), hits read low; in the data active means activity change below about -30%; further: on the % scale 0 is the no-effect control and ±100 the full control effect
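TRiC (40 or 20 nM final, by batch activity) in 30 mM Tris pH 7.4, 100 mM KCl, 5 mM MgCl2, 1 mM DTT was treated with compound at 76 uM single dose, then 10 uM ATP, 30 min at 37 °C. ADP was read by HTRF Transcreener.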
MmCpn inh: Inhibitors of TCP-1 ring complex (TRiC) of Methanococcus maripaludis (MmCpn): qHTS; Potency, µM (doses to about 76.9 µM), without a hit: at the top dose activity, negative = inhibition, usual class: inhibitors; purified Mm-Cpn ATPase, ADP Transcreener TR-FRET; Chaperonin Mm-Cpn (Methanococcus maripaludis); AID 504842, 2011; 330,000 compounds, 0.031% hits; further: potency means the concentration at half of the fitted maximal effect; on the % scale 0 is the no-effect control and ±100 the full control effect; nearly all actives have a fitted effect of over 80% in size
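Reaction buffer contained 30 mM Tris pH 7.4, 100 mM KCl, 5 mM MgCl2 and 1 mM DTT. Mm-CPN (25 nM final) hydrolysed 10 uM ATP over 30 min at 37°C; ADP was read by HTRF.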
* hit, by the source's call; i = inactive; ? = inconclusive; . = no result given; [ ] = another dose, or the depositor's remark. Unless noted, the call rests on the fitted dose curve; in most records, active means well fitted curve in the direction sought with a large enough effect; inconclusive means small, poorly fitted or top-dose-only effect, or another doubt; inactive means no such curve, though single readings can be large; an effect the other way counts as inactive or inconclusive.

SMILES	Nrf2 inh	TGFb inhibitor	Akt phos inh	Nrf2 activator	S2 tox	A549 viability	HepG2 viability	CCT chaperon mod	MmCpn inh
Cc1ccc(NC(=O)Cn2c(=O)oc3cc(S(=O)(=O)N4CCC(C)CC4)ccc32)cc1Cl	9.4%	-3.3%	.	0.1%	?	3.2%	-21.3%	.	.
CN(Cc1cccs1)CC(O)COCc1ccco1 (configuration not stated)	11.6%	-6.1%	i	-0.4%	i	0.9%	6.5%	-2.6	-2.5%
O=C(O)Cc1sc(NCCc2ccccc2)nc1-c1ccc(F)cc1	0.1%	-25.5%	i	4.1%	i	7.4%	-13.4%	-2.2	-9.1%
Nc1nc(NCCO)nc(NC2CCCCC2)c1[N+](=O)[O-]	?	0.0%	i	1.0%	i	-18.6%	-8.9%	-0.5	-0.6%
CCC(=O)N1c2ccccc2-c2nnc(SC)nc2OC1c1ccc(OC)c(OC)c1 (configuration not stated)	-5.5%	1.6%	i	1.7%	i	3.1%	-31.5%	-1.2	-11.8%
Oc1ccc(N=Nc2n[nH]c(-c3ccc(Cl)cc3)n2)cc1	25.8%	?	i	-1.6%	.	?	-31.0%	-1.0	0.5%
O=S(=O)(NCC(c1ccco1)N1CCCCC1)c1ccccc1C(F)(F)F (configuration not stated)	-6.5%	-19.8%	i	-0.1%	i	1.3%	-21.0%	0.4	2.0%
COc1ccc2oc(=O)cc(CN3CCN(C(=O)c4ccccc4Br)CC3)c2c1	7.2%	-28.2%	.	12.2%	.	4.6%	-48.3%	.	.
CCOC(=O)c1cn2nc(Oc3ccc(C)cc3)ccc2n1	0.1%	-14.0%	i	5.5%	i	-7.7%	-14.7%	-1.6	-22.0%
Cc1ccc(-n2nc3ccc(NC(=O)C(C)C)cc3n2)cc1	?	1.9%	i	-0.1%	i	14.0%	-4.0%	-3.1	-1.5%
O=C(Cn1cc(C(F)(F)F)cc(Cl)c1=O)NCC1COc2ccccc2O1 (configuration not stated)	1.0%	-2.7%	i	-0.1%	i	-0.3%	-0.8%	-3.2	0.5%
O=C(O)c1ccc(/C=N/Nc2nnnn2-c2ccccc2)cc1	24.2%	21.1%	i	-1.0%	i	3.2%	7.4%	-1.6	-2.0%
C=COC(=O)CSc1nc(-c2cccs2)ccc1C#N	.	-27.3%	i	26.0%	i	7.5%	-21.3%	-1.2	-23.9%
CCOC(=O)N1CCN(C(=O)c2ccc(N(C)S(C)(=O)=O)cc2)CC1	.	?	i	0.0%	i	10.2%	-20.1%	-3.4	0.9%
O=C(NCCc1ccccc1Cl)c1ccc2c(c1)nc1n2CCOC1	.	?	.	-3.8%	.	16.8%	-29.5%	.	.
O=C(Nc1ccccc1C(=O)OCc1cc(=O)n2c3c(sc2n1)CCCC3)c1cccc(Cl)c1	.	20.3%	.	-0.5%	.	-3.9%	3.8%	.	.
COc1ccccc1NC(=O)C1C2C=CC(C2)C1C(=O)NCc1cccnc1 (configuration not stated)	7.8%	10.9%	i	0.4%	i	-0.2%	4.6%	-2.6	-2.5%
Cc1cnc(NC(=O)C2CCC(C(C)(C)C)CC2)s1 (configuration not stated)	3.2%	-22.4%	i	2.4%	i	-8.6%	-13.2%	-0.4	-2.9%
c1ccc2sc(Cc3nnc4n3CCCCC4)nc2c1	11.3%	-13.7%	i	4.4%	i	1.1%	-6.3%	4.0	0.6%
CC1(c2nnnn2-c2ccc3c(c2)OCCO3)CCC(=O)N1CCc1ccc(O)cc1 (configuration not stated)	.	.	i	-0.3%	i	.	.	-3.3	.
CCCS(=O)(=O)NC(=O)C1(C)CCCN(C(=O)c2ccc(F)cc2Cl)C1 (configuration not stated)	.	-12.8%	i	-1.3%	?	.	5.7%	-0.2	.
COC(=O)c1cc(NC(=S)Nc2cc(Cl)cc(Cl)c2)cc(C(=O)OC)c1	-23.5%	-29.6%	i	0.1%	i	3.0%	-30.5%	0.9	0.8%
CCOC(=O)c1ccc(N2C=C(C(=O)OC)C(c3ccc(OC)c(O)c3)C(C(=O)OC)=C2)cc1	0.1%	-15.5%	i	-0.3%	i	-2.3%	-18.9%	-1.4	-28.4%
Cc1ccc(-c2c(C(=O)NCCc3ccc(Cl)cc3)oc(=O)c3ccccc23)cc1	-3.7%	11.2µM*	.	3.6%	i	14.5%	-1.5%	.	.
Cc1[nH]c(-c2ccc(F)cc2)cc1C(=O)N1CCN(c2ccccc2F)CC1	-18.9%	?	i	2.4%	i	-14.1%	-43.3%	-1.6	-0.5%

The results go on:
SMILES	Nrf2 inh	TGFb inhibitor	Akt phos inh	Nrf2 activator	S2 tox	A549 viability	HepG2 viability	CCT chaperon mod	MmCpn inh
CCc1nnc2n1N=C(c1ccc(-c3cc(Cl)ccc3Cl)o1)CS2	-29.4%	0.0%	i	3.5%	i	1.4%	-0.4%	0.2	-0.3%
C=CCn1c(SCC(=O)NCc2ccco2)nnc1C1CCCCC1	9.6%	-0.9%	i	3.3%	i	-5.6%	7.3%	1.3	0.2%
Cc1cc(-n2c(C)c3c(C)nnc(C)c3c2C)ccc1N	1.7%	-12.8%	i	0.6%	i	0.3%	4.2%	0.9	1.8%
Cc1cc(C)c2cc(CN(CCN(C)C)C(=O)Nc3ccccc3Cl)c(=O)[nH]c2c1	0.5%	-20.0%	i	-0.1%	?	-0.2%	-2.7%	-0.4	0.2%
Clc1ccc(N2CCOCC2)nn1	1.4%	6.9%	i	-0.5%	i	-0.3%	9.0%	-4.9	0.7%
Cc1cccn2c(=O)c3cc(C(=O)NCCc4ccccc4)c(=N)n(CC4CCCO4)c3nc12 (configuration not stated)	?	24.9%	i	-0.1%	i	0.0%	5.0%	2.6	-2.3%
Cc1ccc(CSC2=Nc3ccccc3C3=NC(CCC(=O)NCCc4ccccc4)C(=O)N23)cc1 (configuration not stated)	.	?	.	8.4%	.	2.7%	-32.1%	.	.
O=[N+]([O-])c1cccc(-c2nnc(CNC3CC3)o2)c1	-29.3%	-0.2%	i	3.0%	i	1.8%	-3.5%	-1.3	?
COCCn1c(-c2ccc(C)cc2)nc2oc3cc(OC)ccc3c(=O)c2c1=O	19.5%	-1.8%	i	0.3%	i	10.3%	-16.4%	-2.4	3.0%
CC(C)(C)N(Cc1cc2ccccc2[nH]c1=O)C(=O)c1cccc([N+](=O)[O-])c1	-7.5%	1.6%	i	0.2%	i	2.6%	2.4%	-3.4	0.8%
CNC(=O)COC(=O)c1ccccc1NC(=O)c1ccco1	-3.8%	9.0%	i	4.4%	i	-6.6%	-2.2%	0.7	-2.5%
O=C(O)c1nn(CCOc2c(Cl)cccc2Cl)c(=O)c2ccccc12	?	-1.7%	i	4.0%	i	1.8%	-21.2%	0.3	-23.7%
O=C(N=C1SC2CS(=O)(=O)CC2N1c1ccc(Br)cc1F)C1CC1 (configuration not stated)	7.1%	-0.2%	i	0.2%	i	0.8%	3.8%	0.6	-5.2%
COc1ccc(N2CCN(C(=O)CSc3nc4ccccc4nc3Cc3ccc(Cl)cc3)CC2)cc1	.	-65.7%	.	-0.8%	.	-20.5%	-16.5%	.	.
CC1CCC(NC(=O)c2cccc(S(=O)(=O)NCc3ccccc3)c2)CC1 (configuration not stated)	-5.5%	10.5%	i	-0.3%	i	1.9%	0.4%	-2.5	0.7%
O=C(NCCCN1CCOCC1)C(=O)N/N=C/c1ccccc1Cl	3.4%	-6.5%	i	0.4%	i	16.0%	5.7%	-2.2	1.3%
O=C(CCC1CCCN(C(=O)c2ccsc2)C1)NCc1ccc(F)c(F)c1 (configuration not stated)	?	11.9%	i	0.0%	i	-1.8%	5.7%	0.2	-2.2%[15.4 µM]
C=CCN(CC=C)Cc1nc(N)nc(Nc2ccccc2C)n1	-12.5%	2.2%	i	0.0%	i	-2.0%	-23.4%	-2.5	-1.9%
CC(C)[C@H](NC(=O)C1(c2ccccc2)CCN(C(=O)OC(C)(C)C)CC1)C(=O)O	-24.4%	4.7%	i	0.1%	i	-18.6%	-6.5%	-2.1	-1.1%
Cc1cc(N2CCC(C(=O)NCC3CC3)CC2)nc(-c2ccccc2)n1	-14.5%	-1.9%	i	0.3%	i	2.1%	-14.9%	-0.6	0.5%
Fc1ccc(C2CC(c3ccc(F)cc3)n3ncnc3N2)cc1 (configuration not stated)	-15.5%	-4.7%	i	-0.7%	?	?	1.0%	-0.6	0.6%
Cc1noc(C)c1COC(=O)CCc1ccc(S(=O)(=O)N2CCCCC2)cc1	-0.8%	-3.0%	i	-0.2%	i	1.9%	7.1%	-0.9	1.0%
Nc1ccc(N=Nc2ccccc2Cl)c(N)n1	?	4.0%	i	-0.7%	?	-5.9%	1.2%	-2.6	-2.8%
N#CCCCN1C(=O)C(=C(C#N)C#N)c2ccccc21	?	?	i	?	i	-7.5%	-31.5%	-26.0	1.3%
CCN1CCN(CCCNC(=O)c2ccc3nc(Cc4ccccc4)oc3c2)CC1	.	?	.	-0.4%	i	0.1%	4.4%	.	.
COc1cccc(C(=O)NCC2OCCc3ccccc32)c1 (configuration not stated)	9.2%	1.9%	.	3.6%	i	-2.9%	-16.9%	.	.
Cc1ccccc1N1CC(C(=O)Nc2ccncc2)CC1=O (configuration not stated)	-0.5%	-14.7%	i	0.3%	i	1.4%	-10.5%	0.1	1.3%
COc1ccc(/C=C(\NC(=O)c2ccccc2)C(=O)N/N=C/c2sccc2C)cc1	?	?	i	-0.3%	i	3.7%	1.3%	0.0	-2.8%
Cc1cc(=O)[nH]c(NN=C(CC(C)C)CC(C)C)n1	-1.8%	16.5%	i	-0.4%	?	-2.7%	4.0%	0.0	0.1%

No enrichment for hits; 4.4% or so of the library scored in one or more.
